# Source: PubChem
# Growth percent in the NCI-60 one-dose screen (48 h, 10 µM unless noted): 100 = growth as untreated, 0 = no growth, -100 = all killed.
# OVCAR-5: OVCAR-5 ovarian cancer; hit rate 2.9% among 82,000; AID 1794783
# U251: U251 CNS tumor cells | hit rate 5.4% among 80,000
# OVCAR-3: OVCAR-3 ovarian cancer | hit rate 7% among 79,000
# OVCAR-4: OVCAR-4 ovarian cancer cells; hit rate 3.7% among 80,000
# PC-3: PC-3 prostate cancer cells; hit rate 3.9% among 80,000
# SK-OV-3: SK-OV-3 ovarian cancer cells; hit rate 3.2% among 80,000
# SF-268: SF-268 CNS cancer cells; hit rate 3.1% among 82,000; AID 1794759
# OVCAR-8: OVCAR-8 ovarian cancer. hit rate 4.4% among 81,000. AID 1794782
# DU-145: DU-145 prostate cancer; hit rate 4.2% among 81,000
# Active calls of the source: *; x = not tested or not shown; & = joins results of further samples. The calls were made as follows: active = growth percent below 10; inactive = the rest.
item	smiles	SF-268	OVCAR-5	SK-OV-3	PC-3	OVCAR-3
1	Cc1ccc(S(=O)(=O)NC(=O)NN2CCCCCC2)cc1	110&98	109&51	90&119	103&98	111&115
2	C=CCC(=O)OCC1CC2C=CC1C2 (stereo not given)	101	100	106	102	106
3	CCCc1[nH]nc2c1C(c1cc3c(cc1Br)OCO3)C(C#N)=C(N)O2 (stereo not given)	92	104	109	99	106
4	S=c1c2ncccc2c(-c2ccccn2)nn1Cc1ccccc1	63	103	79	31	48
5	N/C(=N\c1nc2ccccc2s1)NC(=O)Nc1ccccc1Br	1.6*	-17*	-7.0*	35	-72*
6	CCOc1ccccc1NC1=C(Cl)C(=O)c2nc(C)ccc2C1=O	33	41	85	4.3*	-99*
7	CCC(CC(Br)C(=O)O)NC(=O)c1ccccc1 (stereo not given)	95	108	104	99	99
8	Cn1c2ccc(Cl)cc2c2nn(Cc3ccccc3)c(=O)nc21	109	97	103	90	114
9	COc1cc2c3c(c(=O)oc2cc1OS(=O)(=O)c1ccc(C)cc1)CCCCC3	92	70	97	50	86
10	O=C1CNC(c2ccccc2)C(c2ccccc2)N1 (stereo not given)	110	86	107	82	107

item	OVCAR-8	OVCAR-4	DU-145	U251
1	102&100	113&101	110&116	103&91
2	107	98	110	116
3	97	101	103	98
4	53	20	66	36
5	-56*	-59*	-41*	-53*
6	0.9*	-92*	-85*	38
7	103	107	104	107
8	100	111	117	100
9	94	77	88	86
10	98	89	102	98

# Next section (2 carried over from the part before).
item	smiles	SF-268	OVCAR-5	SK-OV-3	PC-3	OVCAR-3
9	COc1cc2c3c(c(=O)oc2cc1OS(=O)(=O)c1ccc(C)cc1)CCCCC3	92	70	97	50	86
10	O=C1CNC(c2ccccc2)C(c2ccccc2)N1 (stereo not given)	110	86	107	82	107
11	N/C(=N\c1nc2ccccc2o1)NC(=O)Nc1cccc(Cl)c1	105	99	104	97	107
12	COc1cnc2c(c1)C(=O)c1c-2n(CCCN2CCC(O)CC2)c(=O)c2cc(Cl)ccc12	35	101	28	42	81
13	C#CCOc1ccc(C2=NN(CCCCC)C3N=C(Cl)c4ncn(CCCCC)c4N23)cc1OCC#C (stereo not given)	85	95	96	73	97
14	O=C1CC[C@@]2(C[C@H](CI)OC2=O)O1	101	102	113	100	100
15	CCN(CC)CCN1C(=O)c2c(c(C)c3c(oc4ccc(OC)cc43)c2C)C1=O	95	89	111	91	115
16	C#CC#CC#CC#CC#CC#CC#CC#CC[C@@H]1OC[C@H](COC(=O)O[C@@H](C(=O)O[C@H]2C[C@@]3(O)[C@@H](OC(=O)c4ccccc4)[C@@H]4[C@]5(OC(C)=O)CO[C@@H]5C[C@H](O)[C@@]4(C)C(=O)[C@H](OC(C)=O)C(=C2C)C3(C)C)[C@@H](NC(=O)c2ccccc2)c2ccccc2)O1	52	24	52	26	7.3*
17	COc1ccc(C(=O)CSc2nccc(Nc3ccc(S(=O)(=O)Nc4ccccn4)cc3)n2)cc1	104	112	104	95	109
18	Cc1nc(N2N=C(c3ccccc3)CC2c2cccs2)sc1C(=O)/C=C/c1ccc(Cl)cc1 (stereo not given)	97	104	x	104	105
19	CC(N)C(O)(c1ccccc1)c1ccccc1 (stereo not given)	92	101	104	91	103
20	N#CC1=C(NC=O)Oc2c(ccc3ccccc23)C1c1ccccc1 (stereo not given)	41	89	16	18	3.9*

item	OVCAR-8	OVCAR-4	DU-145	U251
9	94	77	88	86
10	98	89	102	98
11	102	97	103	97
12	46	70	23	-77*
13	88	80	93	84
14	104	102	108	103
15	80	103	94	87
16	34	63	24	28
17	94	104	107	99
18	104	103	106	98
19	99	102	102	91
20	24	64	41	22

# New compounds follow
item	smiles	SF-268	OVCAR-5	SK-OV-3	PC-3	OVCAR-3
21	O=C(O)/C=C/c1ccco1	106&110	108&121	114&110	108&65	122&147
22	CCCCCn1sc(=O)n(Cc2ccc(CNC(=O)OCc3ccc4c(Br)cc(Br)c(O)c4n3)cc2)c1=O	71	80	83	59	77
23	CCCCCCCCCCCCCCCCCCCCC/C=C\C[C@H](O)C/C=C1/C(=O)C=C[C@@H]1C/C=C\CCCC(=O)OC	95	98	84	89	109
24	CC(=O)c1ccc(NC2CCC(=O)N2)cc1 (stereo not given)	100	100	102	96	108
25	CCC(C)C1CCCCC1O (stereo not given)	101	104	101	104	118
26	CCN(CC)CCOc1ccc(C=O)cc1	100	102	88	85	110
27	O=C(NCCCNc1nccc(-c2c(-c3cccc(F)c3)nc3sccn23)n1)c1ccccc1	79	142	52	73	75
28	CSC(=S)NN	90	103	110	112	104
29	Cc1ccc(/C=C2\CN(C(=O)C(Cl)Cl)C/C(=C\c3ccc(C)cc3)C2=O)cc1	-20*	-45*	29	-49*	-98*
30	O=[N+]([O-])c1ccc(CSc2nnc(-c3ccncc3)o2)cc1	94	108	98	82	114

item	OVCAR-8	OVCAR-4	DU-145	U251
21	114	106&111	130&135	102&110
22	43	61	71	37
23	100	105	101	111
24	104	104	107	103
25	98	110	128	100
26	103	111	117	100
27	64	81	85	83
28	101	106	106	98
29	4.7*	25	-83*	-95*
30	94	95	99	103

# Reprinted: nos. 27 to 30
item	smiles	SF-268	OVCAR-5	SK-OV-3	PC-3	OVCAR-3
27	O=C(NCCCNc1nccc(-c2c(-c3cccc(F)c3)nc3sccn23)n1)c1ccccc1	79	142	52	73	75
28	CSC(=S)NN	90	103	110	112	104
29	Cc1ccc(/C=C2\CN(C(=O)C(Cl)Cl)C/C(=C\c3ccc(C)cc3)C2=O)cc1	-20*	-45*	29	-49*	-98*
30	O=[N+]([O-])c1ccc(CSc2nnc(-c3ccncc3)o2)cc1	94	108	98	82	114

item	OVCAR-8	OVCAR-4	DU-145	U251
27	64	81	85	83
28	101	106	106	98
29	4.7*	25	-83*	-95*
30	94	95	99	103

# (cont.)
item	smiles	SF-268	OVCAR-5	SK-OV-3	PC-3	OVCAR-3
31	CCCCCCCCCC(=O)OCCCC(CCC(C)OC(=O)CCCCCCCCC)OC(=O)CCCCCCCCC (stereo not given)	102	108	104	94	109
32	NC(=O)c1cccc(C#CCNC[C@H]2C[C@@H](n3ccc4c(Cl)ncnc43)[C@H](O)[C@@H]2O)c1	102	98	105	102	113
33	NC(=O)N/N=C/c1cc(=O)[nH]c(=O)[nH]1	116	103	93	118	120
34	CC(C)C(=O)Cc1cnccn1	114	108	116	102	111
35	CCC=C(C(=O)O)C(=O)O	100	98	99	102	116
36	O=C(Nc1ccc(Cl)c(C(F)(F)F)c1)Nc1ccc2oc(=O)ccc2c1	65	76	81	11	x
37	O=S(=O)(NC1CCc2ccccc21)c1ccccc1 (stereo not given)	98	104	106	88	110
38	O=C1CNC(c2ccccc2[N+](=O)[O-])N1O (stereo not given)	108	104	99	97	112
39	O=S(=O)(Oc1ccc(Br)cc1)c1ccc(Cl)cc1	99	93	108	92	98
40	CSc1ncc(Br)c(=O)[nH]1	102	111	101	98	110

item	OVCAR-8	OVCAR-4	DU-145	U251
31	97	110	105	98
32	101	111	108	100
33	94	105	114	98
34	102	117	111	x
35	100	111	102	101
36	43	43	41	31
37	105	106	109	104
38	103	125	118	104
39	106	99	94	106
40	97	108	106	98

# Four compounds drawn at random from the list so far, as already listed:
item	smiles	SF-268	OVCAR-5	SK-OV-3	PC-3	OVCAR-3
33	NC(=O)N/N=C/c1cc(=O)[nH]c(=O)[nH]1	116	103	93	118	120
35	CCC=C(C(=O)O)C(=O)O	100	98	99	102	116
31	CCCCCCCCCC(=O)OCCCC(CCC(C)OC(=O)CCCCCCCCC)OC(=O)CCCCCCCCC (stereo not given)	102	108	104	94	109
36	O=C(Nc1ccc(Cl)c(C(F)(F)F)c1)Nc1ccc2oc(=O)ccc2c1	65	76	81	11	x

item	OVCAR-8	OVCAR-4	DU-145	U251
33	94	105	114	98
35	100	111	102	101
31	97	110	105	98
36	43	43	41	31

# Continued.
item	smiles	SF-268	OVCAR-5	SK-OV-3	PC-3	OVCAR-3
41	COc1cc(/C=N/N2CCCCCC2)cc(I)c1O	102	97	121	87	93
42	C=CC(=O)N1CCN(c2cccc(Oc3nccc(Nc4nnc(-c5ccc(Cl)cc5)s4)n3)c2)CC1	87	103	97	66	96
43	Cc1ccccc1CNC(=O)C1CN(c2ccc(Cl)cc2)N(c2ccc(Cl)cc2)C1=O (stereo not given)	84	92	x	73	81
44	COc1ccc(C2OCC(C)([N+](=O)[O-])CO2)cc1 (stereo not given)	105	111	103	93	111
45	O=C(O)C(=Cc1ccccc1)C(=O)O	102	90	108	96	109
46	C=C(C)[C@@H]1CC[C@]2(C(=O)O)CC[C@]3(C)[C@H](CC[C@@H]4[C@@]5(C)C[C@@H](CC#Cc6cccs6)[C@H](O)C(C)(C)[C@@H]5CC[C@]43C)[C@@H]12	63	103	86	42	61
47	N#C/C(=C\c1ccc[nH]1)c1cc2ccccc2[nH]1	78	82	x	58	81
48	c1cnc2[nH]cc(-c3ccc(-c4c[nH]c5ncccc45)[nH]3)c2c1	78	102	64	58	67
49	COC(CC=O)CC(C)CC(C)(C)C (stereo not given)	98	108	113	99	103
50	O=C1Nc2ccc(Cl)cc2/C1=c1/sc2nc3ccccc3n2c1=O	98	110	97	76	87

item	OVCAR-8	OVCAR-4	DU-145	U251
41	90	89	103	87
42	92	78	96	81
43	88	84	100	90
44	105	102	118	107
45	103	105	107	99
46	51	76	62	41
47	75	24	80	70
48	80	x	78	73
49	105	110	107	93
50	95	97	89	94

# The list goes on.
item	smiles	SF-268	OVCAR-5	SK-OV-3	PC-3	OVCAR-3
51	COc1ccc(-n2ncn(CCCCCCn3cnn(-c4ccc(OC)cc4)c3=O)c2=O)cc1	91	101	99	85	98
52	CS(=O)(=O)c1ccc(-c2nc3ccccn3c2C=Nc2ccc(Cl)cc2)cc1	75	84	97	58	x
53	COc1ccc(NS(=O)(=O)c2ccc(-c3cnc(C4CC4)o3)cc2)cc1	73	79	x	67	27
54	COC(=O)c1sccc1-c1cc(O)c(C(=O)Nc2ccccc2)s1	92	117	78	90	96
55	CCOC(=O)c1cnn2c(-c3ccc(Cl)cc3)nc(N3CCCCC3)nc12	96	104	81	80	104
56	COc1cc2c(OC)c(-c3c(C)cc4c(-c5nc6ccccn6c5NC(C)(C)C)c(OC)c(OC)cc4c3OC)c(C)cc2c(-c2nc3ccccn3c2NC(C)(C)C)c1OC	57	62	63	19	48
57	CCOC(=O)c1sc2ccc(N)cc2c1NC(=O)c1ccc(C)cc1	92	105	88	95	100
58	COC(=O)c1c(C(=O)OC)c(-c2cccc(Cl)c2)n2c1CCC2	98	96	96	89	101
59	CCCCCCCCCCN(CCCCCCCCCC)CC(O)c1ccc2cc(Cl)c3ccccc3c2c1 (stereo not given)	96	100	104	99	104
60	O=C(N/N=C/c1ccc(-c2ccc(O)cc2)o1)c1[nH]c2ccc(Br)cc2c1-c1ccccc1	13	1.2*	20	-6.1*	-41*

item	OVCAR-8	OVCAR-4	DU-145	U251
51	95	84	101	94
52	86	88	61	92
53	82	61	81	56
54	101	90	99	101
55	91	112	94	84
56	48	22	62	47
57	90	93	104	98
58	105	95	104	96
59	106	113	115	101
60	-33*	24	0.6*	-29*

# Following part.
item	smiles	SF-268	OVCAR-5	SK-OV-3	PC-3	OVCAR-3
61	CCOC=C(C(=O)OCC)C(=O)OCC	101	106	105	103	105
62	NC1=Cc2n(c(=O)c3ccccc3[n+]2-c2ccccc2)C1	187	94	117	82	102
63	CCCCCC/C=C\CCCCCCCCCc1cc(O)cc(OC)c1O	9.1*	x	6.2*	1.8*	14
64	O=C(O)CCCN1C(=O)/C(=C/c2cnc(-c3ccc(Cl)cc3)s2)SC1=S	63	69	93	71	62
65	N[C@@H]1CCCN(c2c(/C=C3\SC(=O)NC3=O)cccc2-c2ccccc2)C1	43	64	64	48	54
66	O=C(CN1CCCCC1)Nc1ccc(S(=O)(=O)c2ccc(NC(=O)CN3CCCCC3)cc2)cc1	96	119	105	93	101
67	COC(=O)C1=NNC(=S)N(c2cc(C)[nH]n2)C(=O)C1	102	108	98	99	108
68	NS(=O)(=O)c1ccc(Cn2c(SCC(=O)N/N=C/c3ccc(F)cc3)nc3ccccc3c2=O)cc1	87	98	130	108	111

item	OVCAR-8	OVCAR-4	DU-145	U251
61	108	107	104	99
62	90	129	106	105
63	-26*	-20*	26	10
64	55	72	71	49
65	61	11	70	14
66	97	118	104	85
67	101	104	107	101
68	101	106	112	93
